Source: PubChem BioAssay (several laboratories)
CHT PAM – CHT positive allosteric modulators, primary screen, cell-based, membrane potential dye, choline EC20; B-score at 10 µM; CHT-expressing cells; stronger effect = higher value; LV-AA mutant CHT in HEK293 cells; High affinity choline transporter 1 (Homo sapiens), Q9GZV3; AID 488977, 2010; 310,000 tested, 0.49% active;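 active = initial fluorescence not abnormally high and integrated response B-score, plate-corrected, over 3 SD above library mean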
Target sequence (Q9GZV3 whole entry, looked up): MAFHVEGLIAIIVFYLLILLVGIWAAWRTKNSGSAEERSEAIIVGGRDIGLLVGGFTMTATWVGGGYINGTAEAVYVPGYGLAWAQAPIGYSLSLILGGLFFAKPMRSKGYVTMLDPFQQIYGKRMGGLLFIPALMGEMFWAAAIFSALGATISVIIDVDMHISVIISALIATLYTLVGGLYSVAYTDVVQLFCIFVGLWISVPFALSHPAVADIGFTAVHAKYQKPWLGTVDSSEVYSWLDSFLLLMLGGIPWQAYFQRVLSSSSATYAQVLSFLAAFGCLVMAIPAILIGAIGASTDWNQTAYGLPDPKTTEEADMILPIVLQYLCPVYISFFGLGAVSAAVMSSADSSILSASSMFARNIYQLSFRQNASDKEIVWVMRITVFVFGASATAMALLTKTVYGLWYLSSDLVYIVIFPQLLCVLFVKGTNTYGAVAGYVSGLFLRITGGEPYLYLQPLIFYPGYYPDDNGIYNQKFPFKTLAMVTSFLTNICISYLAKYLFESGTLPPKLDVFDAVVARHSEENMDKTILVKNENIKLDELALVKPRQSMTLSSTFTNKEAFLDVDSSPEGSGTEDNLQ
OX1R antag-1 – OX1R (HCRTR1) antagonists, primary screen, fluorescence, CHO/OX1R cells, Fluo-8 calcium, orexin A. Orexin/Hypocretin receptor type 1 (Homo sapiens), O43613. Fluo-8 calcium fluorescence. inhibition, % at 5 µM. 330,000 tested, 0.43% active. AID 434989, 2010;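 active = inhibition above its plate's threshold, mean inhibition of all tested compounds on the plate plus 3 SD, cut at about 37% in these data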;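 note: 0% = orexin A challenge wells and 100% = SB-334867-A antagonist wells; not every result past the cut was called active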
Target sequence (O43613 whole entry, looked up): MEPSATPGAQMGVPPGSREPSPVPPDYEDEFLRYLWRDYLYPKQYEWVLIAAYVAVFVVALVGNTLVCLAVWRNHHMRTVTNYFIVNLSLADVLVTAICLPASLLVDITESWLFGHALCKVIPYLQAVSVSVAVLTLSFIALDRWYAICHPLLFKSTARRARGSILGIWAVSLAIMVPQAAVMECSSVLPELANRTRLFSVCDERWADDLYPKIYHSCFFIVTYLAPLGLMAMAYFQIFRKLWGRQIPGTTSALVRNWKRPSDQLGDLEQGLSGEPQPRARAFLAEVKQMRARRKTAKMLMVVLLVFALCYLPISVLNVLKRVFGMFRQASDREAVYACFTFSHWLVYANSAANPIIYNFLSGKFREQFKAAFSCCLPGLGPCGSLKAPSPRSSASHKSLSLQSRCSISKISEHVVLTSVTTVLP
OX1R antag-2 – antagonists of human orexin 1 receptor (OX1R). 330,000 tested, 1.8% active. AID 485270, 2010. OX1R-expressing cells, FRET antagonist read-out. inhibition, % at 6.6 µM. Orexin/Hypocretin receptor type 1 (Homo sapiens), O43613; in the data active = inhibition mostly above about 38%, no sharp cut-off; inactive = mostly below about 40%;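 note: 0% = agonist challenge alone and 100% = reference antagonist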
* = called active by the depositor; i = inactive; · = no result given. Hits appear at their usual frequency; overall some 2.5% were active at least once.

SMILES | CHT PAM | OX1R antag-1 | OX1R antag-2
CC1(C)CC(=O)C/C(=N/NC(=O)C2CCN(S(=O)(=O)c3cccs3)CC2)C1 | i | -5 | 27
CCCc1cc(=O)[nH]c(SCC(=O)N2CCc3cc(OC)c(OC)cc3C2)n1 | · | -1 | -1
O=C(COC(=O)/C=C/c1cccc(C(F)(F)F)c1)NCc1cccs1 | · | 8 | 3
O=c1nc2n(c3ncccc13)CCCCC2 | i | -14 | 2
CCc1ccccc1NC(=O)NCc1ccc2c(c1)OCO2 | i | -7 | 12
CC1CCN(CCOCCOc2ccccc2Br)CC1 | i | -15 | 5
O=C(COC(=O)CC1CCCC1)Nc1cccc(F)c1 | · | -2 | 5
O=C(COc1cccc(-n2cnnn2)c1)NCCC1=CCCCC1 | i | -33 | 22
O=C(COC(=O)c1ccc(O)cc1)NC1CCCC1 | i | -1 | 2
CCS(=O)(=O)N1CCCC(c2nc(-c3cccc(OC)c3)no2)C1 (centres undefined) | i | -20 | 8

Filtered by structure: the entries above containing an aryl methoxy group
SMILES | CHT PAM | OX1R antag-1 | OX1R antag-2
CCCc1cc(=O)[nH]c(SCC(=O)N2CCc3cc(OC)c(OC)cc3C2)n1 | · | -1 | -1
CCS(=O)(=O)N1CCCC(c2nc(-c3cccc(OC)c3)no2)C1 (centres undefined) | i | -20 | 8

Next part
SMILES | CHT PAM | OX1R antag-1 | OX1R antag-2
NS(=O)(=O)c1ccc(CCNC(=O)CNC(=O)c2ccc(Oc3ccccc3)cc2)cc1 | i | -15 | -2
Cc1ccc(CNC(=O)CNC(=S)N(Cc2ccccc2)Cc2cccnc2)cc1 | i | -27 | 29
O=C(CSc1ccc2c(c1)OCCO2)Nc1ccc(N2CCOCC2)cc1 | i | -14 | 10
CCOc1cc(C(=O)Nc2ccccc2N2CCN(S(C)(=O)=O)CC2)cc(OCC)c1OCC | i | -30 | 16
CC1Cc2ccccc2N1C(=O)CNCCCN(C)C (centres undefined) | i | -6 | 17
CC(C)(C)C(=O)c1cn(CC(=O)O)c2ccccc12 | i | 12 | 10
O=C(CSc1ccc(F)cc1)NCCSc1ccccc1 | i | -20 | 17
O=C(CSc1n[nH]c(-c2ccccc2)n1)NC(=O)NCc1ccco1 | i | -13 | 82*
O=C(COC(=O)CNC(=O)c1ccccc1F)NCCNC(=O)COC(=O)CNC(=O)c1ccccc1F | i | -8 | 13
Cc1cccnc1NC(=O)C1CCN(S(=O)(=O)c2ccc3ccccc3c2)CC1 | i | -12 | 9
COc1ccc(N2CCN(c3cc(C)c4ccc(O)cc4n3)CC2)cc1 | i | -16 | 15
Cn1nc(C(F)(F)F)cc1-c1ccc(/C=C(\C#N)C(=O)c2cccc(C(F)(F)F)c2)s1 | i | 1 | 10
Cc1ccc(OCC(O)CN2CC3(C)CC2CC(C)(C)C3)cc1 (centres undefined) | i | -33 | 5
CC(C)NC(=O)CC(=O)N/N=C/c1c(F)cccc1Cl | i | 2 | 10
CC(C)OCCCN1CC(=O)N2C(c3ccccc3)c3[nH]c4ccccc4c3C[C@H]2C1=O (some centres undefined) | i | -30 | 2
CCOc1ccc(C(=O)NNC(=O)CN2C(=O)C3CC=CCC3C2=O)cc1OC (centres undefined) | · | -1 | 4
Cc1oc(-c2cccc(F)c2)nc1CN1CCCCC1CCc1ccccn1 (centres undefined) | i | -44 | 4
CC1CN(C(=O)CCn2c(=O)oc3ccccc32)CC(C)O1 (centres undefined) | i | -12 | 13
CCN(CCCNC(=O)C1CCN(S(=O)(=O)N2CCOCC2)CC1)c1cccc(C)c1 | i | -38 | 30
CCOc1ccc(CN2CCCC(CNC(=O)c3ccc(F)cc3)C2)cc1CO (centres undefined) | i | -22 | 22
CN(C)CCNC(=O)c1cc2c(s1)-c1ccccc1OC2 | i | -4 | 21
NS(=O)(=O)c1ccc(NC(=O)CSc2nc3c(c(=O)[nH]2)CCCC3)cc1 | i | -15 | 22
CC(OC(=O)Cn1cnc2c1c(=O)n(C)c(=O)n2C)C(=O)NC(C)c1ccc(Cl)cc1Cl (centres undefined) | i | -23 | 8
CCOc1ccc2nc(NC(=O)CN3CCOCC3)sc2c1 | i | -19 | 8
COc1ccc2cc(C(=O)/C=C/c3cc(OC)c(OC)c(OC)c3)ccc2c1 | i | 24 | 70*
CCOC(=O)c1cc(C(=O)OCC)cc(-n2cc(O)c(C(=O)OCC)n2)c1 | i | -20 | 5
CCOc1ccc(NC(=S)N2CCn3c(nc4ccccc43)C2)cc1 | i | -17 | 8
CC(C)CNC(=S)NC1CC2CCC(C1)N2Cc1ccccc1 (centres undefined) | i | -21 | -2
Cn1ncc(Cl)c1C(=O)N1CCOCC1 | i | -6 | 26
COc1ccc(Cl)cc1NC(=O)CNC(c1ccccc1)c1ccccc1 | i | -23 | 15

In the list so far, these contain two or more sulfur atoms:
SMILES | CHT PAM | OX1R antag-1 | OX1R antag-2
CC1(C)CC(=O)C/C(=N/NC(=O)C2CCN(S(=O)(=O)c3cccs3)CC2)C1 | i | -5 | 27
O=C(CSc1ccc(F)cc1)NCCSc1ccccc1 | i | -20 | 17
NS(=O)(=O)c1ccc(NC(=O)CSc2nc3c(c(=O)[nH]2)CCCC3)cc1 | i | -15 | 22

Entries listed above shown as hits in OX1R antag-2:
SMILES | OX1R antag-1 | OX1R antag-2
O=C(CSc1n[nH]c(-c2ccccc2)n1)NC(=O)NCc1ccco1 | -13 | 82*
COc1ccc2cc(C(=O)/C=C/c3cc(OC)c(OC)c(OC)c3)ccc2c1 | 24 | 70*

Continued:
SMILES | CHT PAM | OX1R antag-1 | OX1R antag-2
Cc1cccc(NC(=O)CCN2C(=O)c3ccccc3C2=O)n1 | i | -9 | 3
O=C(NC1(C(F)(F)F)N=C2SCCN2C1=O)c1ccco1 (centres undefined) | i | -5 | 8
COc1cc(OC)c(OC)cc1CN1CCN(Cc2ccc(C(F)(F)F)cc2)CC1 | i | -35 | 7
CN(C)c1ccc(C(C(=O)NCC2CCCO2)N(Cc2ccco2)C(=O)c2snc(C(N)=O)c2N)cc1 (centres undefined) | i | -16 | 14
CCc1nnc(NS(=O)(=O)c2ccc(NC(=O)COc3ccc(Cl)c(C)c3)cc2)s1 | i | 4 | 22
CC(c1ccco1)N(C(=O)Nc1ccccc1)C1CCCCC1 (centres undefined) | i | -4 | 8
Cc1cc(NC(=O)CN2CCN(Cc3ccccc3)CC2)nc2c1c(=O)oc1ccccc12 | i | -44 | 6
CCC(=O)Nc1ccc(C(=O)NNC(=O)COc2cccc(C)c2)cc1 | i | 1 | 6
Cc1noc(C)c1C(=O)Nc1ccc2c(c1)CCC2 | i | -12 | 13
Cn1nc(C(=O)NNC(=O)c2cccc(Cl)c2)c2ccccc2c1=O | · | -10 | 4
CCOC(=O)C1=C(CN2CCN(C(=O)c3ccco3)CC2)NC(=O)NC1c1ccc(F)cc1 (centres undefined) | i | -13 | 18
Cc1c(OC(C)C(=O)NCC(O)c2ccccc2)ccc2c3c(c(=O)oc12)CCC3 (centres undefined) | i | -19 | 27
COc1ccccc1CNc1ccccc1F | i | -9 | 4
COCC(=O)NCCc1nc2ccccc2[nH]1 | i | 0 | 2
CC1(C)O[C@@H]2C[C@H]3[C@@H]4CCC5=CC(=O)CC[C@]5(C)[C@@]4(F)[C@@H](O)C[C@]3(C)[C@]2(C(=O)CCl)O1 | i | -28 | 5
COc1ccc(/C=C(\NC(=O)c2ccccc2)C(=O)N2CCN(C)CC2)cc1OC | i | 1 | 6
COc1ccc(C(=O)N/C(=C/c2cccnc2)C(=O)N2CCCCCC2)cc1OC | i | -13 | 6
CCOC(=O)C1C(=O)OC(C)(C)C1C(CC)C(=O)c1ccccc1 (centres undefined) | i | -4 | 5
Cc1nc2scc(-c3ccccc3)c2c(=O)o1 | i | 4 | 9
O=C(Nc1cccc(C(=O)Nc2ccccc2F)c1)c1ccccc1 | i | -20 | 17
CN1CCN(S(=O)(=O)c2ccc3c(c2)oc(=O)n3C)CC1 | i | -5 | 10
Cc1scc(-c2n[nH]c(=S)n2Cc2ccccc2)c1C | i | -36 | 43
CCOC(=O)C1=C(C)NC(=S)N(C(C)=O)C1c1ccc(OC)c(OC)c1 (centres undefined) | i | -21 | 11
CCCCn1c(N)c(N(CC(C)C)C(=O)c2ccc(-c3ccc(Cl)cc3)o2)c(=O)[nH]c1=O | · | -43 | 3
NS(=O)(=O)c1ccc(CCNC(=O)CCCCCNc2nc(=S)[nH]c3ccccc23)cc1 | i | -6 | 39
CCn1nc(C(=O)NNC(=O)C2CSC3(C)CCC(=O)N23)c2ccccc2c1=O (centres undefined) | · | -6 | 1
O=c1[nH]nc(-c2ccc(NCCO)c([N+](=O)[O-])c2)c2ccccc12 | i | -7 | 41*
CCOC(=O)c1nn(-c2ccccc2)c(=O)c2c(NC(C)=O)scc12 | i | -5 | 11
COc1ccc(NC(=S)Nc2ccccn2)c(OC)c1 | i | -13 | 16
Oc1ccc(/C=N/Nc2ccccc2)cc1 | i | -3 | -4
COc1ccc([N+](=O)[O-])cc1NS(=O)(=O)c1cccc(C(=O)NCCCN2CCCC2=O)c1 | · | -9 | 9
COc1ccc(OC)c(NC(=O)CN(C)CC(=O)Nc2ccccc2Cl)c1 | i | -14 | 13
CCCc1cc(=O)oc2cc(OCC(=O)NC(Cc3ccc(Cl)cc3)C(=O)O)ccc12 (centres undefined) | i | -8 | 13
Cc1cc(NC(=O)CN(C)CC(=O)Nc2ccc(Cl)cc2)no1 | · | -11 | 2
CCOC(=O)Cc1csc(NC(=O)CC(C)(C)C)n1 | i | -10 | 8
CCC(C)NC(=O)CC(C)C (centres undefined) | i | -2 | 3
CCOC(=O)N1CCN(c2c(NCCN3CCCCC3CC)c(=O)c2=O)CC1 (centres undefined) | i | 1 | 6
CCOC(=O)N1CCC(N2CCN(CCC(C)C)C(CCO)C2)CC1 (centres undefined) | i | 3 | 7
Cc1cc(C)cc(OC(=O)c2cccnc2)c1 | i | -5 | 8
O=C(COc1ccc(S(=O)(=O)N2CCCC2)cc1Cl)NCc1ccccn1 | i | -21 | 9
Cc1nnc(SCc2cccc(CSc3nnc(C)s3)c2)s1 | i | -14 | 13
N#Cc1ccc(C(=O)Nc2cc(S(=O)(=O)N3CCOCC3)ccc2N2CCCC2)cc1 | · | -6 | 3
CC(C)N1CCN(Cc2ccsc2)CC1CCO (centres undefined) | i | -17 | 8
O=C(/C=C/c1cccs1)NC1CCCC1 | i | -15 | 24
O=C(OC(C(=O)NC1CCCCC1)c1ccccc1F)c1ccco1 (centres undefined) | i | -8 | 22
CCc1ccc(S(=O)(=O)Nc2ccc(N3CCN(C)CC3)cc2)cc1 | i | -10 | -1
COc1ccc(NS(=O)(=O)c2ccc(C(=O)N3CCC(C)CC3)cc2)cc1 | · | 21 | 9
NC1=NC(=Nc2ccc(S(N)(=O)=O)cc2)c2ccccc21 | i | 2 | 9
O=C(COC(=O)CNC(=O)c1ccccc1)Nc1ccc(S(=O)(=O)N2CCCC2)cc1 | i | -10 | 2
O=C(NCc1cc(C(F)(F)F)cc(C(F)(F)F)c1)C1CC(c2ccccc2[N+](=O)[O-])=NO1 (centres undefined) | i | -27 | 28

Further results follow.
SMILES | CHT PAM | OX1R antag-1 | OX1R antag-2
O=C(COc1ccccc1Cl)Nc1ccc(C(=O)N2CCCCC2)cc1 | i | -20 | 20
C[C@H](CO)N1C[C@H](C)[C@H](CN(C)Cc2ccccc2)Oc2ccc(NC(=O)Nc3ccc(F)cc3)cc2C1=O | · | -28 | 10
COc1ccc(C(C(=O)NC2CCCC2)N(CCO)C(=O)Cn2nnc(-c3ccc(C)o3)n2)cc1OC (centres undefined) | i | -14 | 16
CCCCCC(=O)Nc1nc(C)c(-c2csc(Nc3cc(Cl)ccc3OC)n2)s1 | i | -29 | 26
O=C(CNC(=S)N(Cc1ccccc1F)C1CCCCC1)NCC1CCCO1 (centres undefined) | i | -30 | 28
Cc1ccc(-n2c(-c3ccccc3)cc(/C=N/NC(=O)CC#N)c2-c2ccccc2)cc1 | i | -21 | 10
COc1ccc(-c2nn(-c3ccccc3)cc2C(=O)N2CCN(C(=O)c3ccco3)CC2)cc1 | · | -36 | 7
CCN=C1SC(CC(=O)Nc2sc(C)c(C)c2C(=O)OC)C(=O)N1CC (centres undefined) | i | -16 | 18
O=C(COC(=O)C1CCCCC1)Nc1ccccc1OC(F)F | i | -15 | 5
Cc1ccc2nsnc2c1S(=O)(=O)NCc1cccnc1 | i | -15 | 38
COc1ccccc1NC(=O)c1ccc(S(=O)(=O)NCc2ccco2)cc1 | i | 3 | 10
O=C(Nc1cc(SCCO)cc([N+](=O)[O-])c1)c1ccco1 | i | -8 | 21
COc1ccc(CCNc2oc(COc3ccccc3F)nc2C#N)cc1OC | i | -10 | 26
CC(C)c1ccc(C(=O)NCCCN(C)C)cc1 | i | 20 | 3
O=C(NNS(=O)(=O)c1ccccc1)C1CC(c2cccnc2)=NO1 (centres undefined) | i | -2 | 9
